Abeta rescue – A-beta toxicity reversal in yeast. yeast expressing A-beta42, growth rescue, OD600, 48 h; response scale: 0% DMSO, 100% iron-clioquinol control. Potency, µM (titrated, usually from 46.1 µM), for the others: top-dose growth rescue, hits mostly activators. actives 0.063% (n = 410,000); also: potency is read from the fitted curve at half-maximal effect; nearly all actives have a fitted effect of over 55% in size
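Growth rescue measured by 600 nm absorbance after 48 h yeast culture at 30 C with compound. Values normalized between DMSO and an equimolar ferric chloride plus clioquinol control.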
PTHR1 agonist – PTHR1 (human) receptor agonism. Q03431. HEK293 GP2 PTHR1 cells, GloSensor cAMP luminescence, 1 h. actives 0.075% (n = 410,000). Potency, µM (highest dose often 115 µM), inactives show at the highest dose activation, hits mostly activators. AID 743266; also: potency is read from the fitted curve at half-maximal effect; nearly all actives have a fitted effect of over 55% in size; some results filed as inactive show a strong effect at the top dose; inactives centre near -15; many of its hits are not listed in these tables
Target sequence (Q03431 whole entry, looked up): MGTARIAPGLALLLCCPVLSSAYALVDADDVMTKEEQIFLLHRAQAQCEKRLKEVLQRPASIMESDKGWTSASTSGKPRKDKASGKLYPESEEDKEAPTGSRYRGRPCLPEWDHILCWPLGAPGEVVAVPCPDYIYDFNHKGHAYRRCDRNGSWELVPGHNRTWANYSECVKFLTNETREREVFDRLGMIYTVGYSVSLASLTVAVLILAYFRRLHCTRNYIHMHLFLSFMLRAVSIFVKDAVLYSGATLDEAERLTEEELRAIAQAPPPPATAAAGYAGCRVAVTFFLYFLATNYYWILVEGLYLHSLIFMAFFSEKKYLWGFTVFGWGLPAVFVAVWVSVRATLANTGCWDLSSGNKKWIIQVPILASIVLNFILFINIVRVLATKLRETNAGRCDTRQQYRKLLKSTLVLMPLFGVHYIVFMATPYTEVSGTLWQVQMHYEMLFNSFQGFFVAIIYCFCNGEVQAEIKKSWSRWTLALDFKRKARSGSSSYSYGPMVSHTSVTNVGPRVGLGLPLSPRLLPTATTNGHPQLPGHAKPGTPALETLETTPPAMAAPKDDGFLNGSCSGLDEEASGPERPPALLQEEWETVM
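HEK-293-derived GP2 cells expressing PTHR1 and a GloSensor cAMP reporter, 3,000/well, plated overnight, given luciferin plus IBMX (each 0.5 mM as added) for 1 h at 37 °C, then compound for 1 h at 37 °C. Luminescence was read after 15 min at room temperature.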
MmCpn inh – M. maripaludis TRiC chaperonin inhibition; purified Mm-Cpn ATPase, ADP Transcreener TR-FRET; Potency, µM (titrated, usually from 76.9 µM), without a hit: at the highest dose activity, negative = inhibition, actives largely listed as inhibitors; actives 0.031% (n = 330,000); AID 504842; also: potency is read from the fitted curve at half-maximal effect; % is scaled to controls: 0 for no effect and ±100 for the full control effect; nearly all actives have a fitted effect of over 80% in size
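ATPase read-out: TR-FRET ADP immunoassay (anti-ADP Eu cryptate vs ADP-d2), ex 320 nm, em 590/665 nm; signal drops as ADP forms. Enzyme 25 nM, ATP 10 uM, 30 min at 37°C after 10 min compound preincubation.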
aSyn yeast inh – inhibitors of alpha-synuclein toxicity in yeast; Yeast expressing alpha-synuclein, growth rescue, BacTiter-Glo, 24 h; Potency, µM (series often up to 46.1 µM), without a hit: top-dose growth rescue (activation), actives largely listed as activators; actives 0.14% (n = 370,000); AID 652106; also: potency is read from the fitted curve at half-maximal effect; % of control where 0% means no effect; nearly all actives have a fitted effect of over 65% in size
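Screening used galactose-induced yeast with toxic alpha-synuclein levels, exposed to compound for 24 hr at 30 deg C. Cell growth, read with BacTiter-Glo luminescence, gave the measured signal.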
GLP1R inv ag – inverse agonists of human GLP-1 receptor. Potency, µM (series often up to 38.3 µM), for inactives: at the highest dose activity change, negative = inhibition, usual class: inhibitors. HEK293 GLP-1R CRE-luciferase, luminescence, 24 h; GLP-1R form is constitutively active. P43220. AID 624417. actives 1.6% (n = 410,000); also: potency is read from the fitted curve at half-maximal effect; % is scaled to controls: 0 for no effect and ±100 for the full control effect; nearly all actives have a fitted effect of over 55% in size
Target sequence (P43220 whole entry, looked up): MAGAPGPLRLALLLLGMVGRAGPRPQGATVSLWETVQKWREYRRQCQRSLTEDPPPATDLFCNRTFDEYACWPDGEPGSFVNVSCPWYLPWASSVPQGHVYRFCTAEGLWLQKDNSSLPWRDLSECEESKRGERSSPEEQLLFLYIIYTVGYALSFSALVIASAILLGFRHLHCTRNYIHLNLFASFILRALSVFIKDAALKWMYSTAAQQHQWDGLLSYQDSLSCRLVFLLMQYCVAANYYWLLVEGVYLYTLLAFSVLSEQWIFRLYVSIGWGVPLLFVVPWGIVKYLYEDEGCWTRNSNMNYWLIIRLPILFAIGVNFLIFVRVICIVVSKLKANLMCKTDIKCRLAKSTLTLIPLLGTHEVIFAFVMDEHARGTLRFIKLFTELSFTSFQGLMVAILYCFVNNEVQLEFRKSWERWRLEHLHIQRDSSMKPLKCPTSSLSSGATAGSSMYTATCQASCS
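Inverse agonists were sought by their lowering of basal cAMP reporter luciferase output in HEK293 cells stably carrying constitutively active human GLP-1R, after 24 h compound treatment.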
TDP43 rescue – inhibitors of TDP-43 toxicity in yeast. AID 652104. actives 1.8% (n = 410,000). Potency, µM (top dose mostly 46.1 µM), for inactives: at the highest dose growth rescue (activation), hits mostly activators. TDP-43 expressing yeast growth rescue, BacTiter-Glo, 24 h; also: potency is read from the fitted curve at half-maximal effect; % of control where 0% means no effect; nearly all actives have a fitted effect of over 50% in size
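Readout is BacTiter-Glo luminescence of cell growth, so inhibitors register as activators. TDP-43-expressing yeast at OD600=0.02 in galactose medium, after raffinose pregrowth to mid-log, were incubated with compound for 24 hr at 30 deg C.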
FUS yeast rescue – FUS proteinopathy suppression in yeast. S. cerevisiae FUS-expressing, growth rescue, OD600, 24 h. Potency, µM (highest dose often 76.6 µM), without a hit: at the top dose growth rescue (activation), most hits filed as activators. actives 0.24% (n = 390,000);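 also: potency is read from the fitted curve at half-maximal effect; plate controls were DMSO vehicle for no effect and reference control for full effect; nearly all actives have a fitted effect of over 55% in size; some results filed as inactive show a strong effect at the top dose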
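Read-out: OD at 600 nm after 24hr at 30C, reporting rescue of FUS-induced yeast toxicity. Cells at OD 0.005 in galactose (2%) minimal medium; compounds tested in a dilution series; CP55940 titration from 92uM final as control.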
HEK293 tox – cytotoxicity counter-screen for GLP-1 receptor inverse agonists; HEK293 cAMP-luciferase reporter cells, luminescence, 24 h; Potency, µM (doses to about 38.3 µM), for the others: at the top dose activity change, negative = inhibition, hits mostly inhibitors; actives 0.13% (n = 410,000);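 also: loss of luciferase light is scored as toxicity; potency is read from the fitted curve at half-maximal effect; % is scaled to controls: 0 for no effect and ±100 for the full control effect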
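To flag toxic compounds, the library was rerun on cells for 24 hr at 37 deg C and 5% CO2. Viability-linked luminescence was captured 12 min after adding luciferase detection reagent.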
pAkt inh – Akt phosphorylation inhibition; Neuro2A IGF-stimulated pAkt S473 HTRF, 20 min; active compounds read low; activity change, % for hits at 50 µM; actives 0.32% (n = 360,000); AID 651550; in the data active = activity change below about -80%; inconclusive = mostly about -51% to -80%; also: % is scaled to controls: 0 for no effect and ±100 for the full control effect
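Neuro2A cells (4,500/well, DMEM with 0.5% FBS) were treated with compound at a single 50 µM final concentration, stimulated with 6 nM IGF for 20 min at 37 °C, and lysed. Phospho-Akt Ser473 was read by HTRF as 665/615 ratio ×10^4.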
* hit, by the source's call; i = inactive; ? = inconclusive; · = no result given; [ ] = dose if it differs, or a comment. Unless noted, calls follow the shape of the dose curve; as a rule, active = well fitted curve in the direction sought with a large enough effect; inconclusive = small, poorly fitted or top-dose-only effect, or another doubt; inactive = no such curve, though single readings can be large; an effect the other way counts as inactive or inconclusive.

[1] C[C@H]1CC[C@H]2C(=O)N[C@H](Cc3ccccc3)C(=O)N2[C@@H]1c1ccccc1
[2] COc1cc(CC(=O)OCC(=O)NCCc2ccc(S(N)(=O)=O)cc2)cc(OC)c1OC
[3] CC(C)(C)OC(=O)N[C@H](Cc1ccccc1)C(=O)N1CCC(C(=O)O)CC1
[4] CN(CC(=O)Nc1cccc(F)c1)C(=O)C1(c2ccccc2)CC1
[5] Cc1cccc(Nc2c3c(nc4ncnn24)CCC3)c1
[6] CCOC(=O)c1sc(NC(=O)CSc2nccn2C)nc1C
[7] COC(=O)c1ccc(NC(C)C(=O)OC)c([N+](=O)[O-])c1 (configuration not stated)
[8] CCCOc1ccc(CN(CCO)CCO)cc1C(=O)OC

assay / entry,1,2,3,4,5,6,7,8
Abeta rescue,22%,-5%,-2%,-16%,-9%,2%,-5%,-15%
PTHR1 agonist,i,-38%[inhibitor],-12%[57.5 µM],-9%,-5%,i,-2%,i
MmCpn inh,1%,0%,1%,-4%,0%,-8%,1%,0%
aSyn yeast inh,6%,2%,-2%,-2%,2%,0%,3%,1%
GLP1R inv ag,2%,7%,-5%,-18%,9%,26%,0%,7%
TDP43 rescue,24%,13%,-9%,-8%,25%,-7%,21%,-11%
FUS yeast rescue,-7%,5%,-5%,-13%,-18%,·,·,11%
HEK293 tox,6%,-7%,12%,2%,5%,16%,-17%,16%
pAkt inh,i,i,i,i,i,i,i,i

Some values from the list:
In TDP43 rescue, Cc1cccc(Nc2c3c(nc4ncnn24)CCC3)c1 reads 25%
In FUS yeast rescue, CN(CC(=O)Nc1cccc(F)c1)C(=O)C1(c2ccccc2)CC1 reads -13%
In GLP1R inv ag, COC(=O)c1ccc(NC(C)C(=O)OC)c([N+](=O)[O-])c1 (configuration not stated) reads 0%
In Abeta rescue, C[C@H]1CC[C@H]2C(=O)N[C@H](Cc3ccccc3)C(=O)N2[C@@H]1c1ccccc1 reads 22%
In MmCpn inh, CCOC(=O)c1sc(NC(=O)CSc2nccn2C)nc1C reads -8%
In HEK293 tox, COc1cc(CC(=O)OCC(=O)NCCc2ccc(S(N)(=O)=O)cc2)cc(OC)c1OC reads -7%
In FUS yeast rescue, CC(C)(C)OC(=O)N[C@H](Cc1ccccc1)C(=O)N1CCC(C(=O)O)CC1 reads -5%

Structural class: the entries above containing four or more nitrogen atoms
[5] Cc1cccc(Nc2c3c(nc4ncnn24)CCC3)c1
[6] CCOC(=O)c1sc(NC(=O)CSc2nccn2C)nc1C

assay / entry,5,6
Abeta rescue,-9%,2%
PTHR1 agonist,-5%,i
MmCpn inh,0%,-8%
aSyn yeast inh,2%,0%
GLP1R inv ag,9%,26%
TDP43 rescue,25%,-7%
FUS yeast rescue,-18%,·
HEK293 tox,5%,16%
pAkt inh,i,i

New compounds follow:
[9] N#CC1=C(N)n2c(s/c(=C\c3cccs3)c2=O)=C(C#N)C1c1cccs1 (configuration not stated)
[10] Cn1c(C(=O)N2CCC(C(=O)N3CCN(Cc4ccc5c(c4)OCO5)CC3)CC2)cc2sccc21
[11] C=CCC(=O)NC1CC(C)(C)Cc2c1cnn2-c1ccc(C)cc1 (configuration not stated)
[12] CCc1ccccc1S(=O)(=O)Cc1ccc(C(=O)NCc2cccs2)o1
[13] C=CCc1cc(OC)ccc1OCCOCCN1CCc2ccccc2C1
[14] CCc1ccc(C(=O)NC2=NC(c3cc(OC)ccc3OC)CC(=O)N2)cc1 (configuration not stated)
[15] COC(=O)C(NC(=O)c1ccccc1C(=O)O)c1ccc2ccccc2c1 (configuration not stated)
[16] COc1ccc(C2C(C(=O)N3CCN(C)CC3)c3ccccc3C(=O)N2C2CCCCC2)cc1 (configuration not stated)

assay / entry,9,10,11,12,13,14,15,16
Abeta rescue,7%,-4%,14%,-10%,-12%,6%,9%,-7%
PTHR1 agonist,i,-27%,-5%,-6%,i,2%,-5%,i
MmCpn inh,-3%,2%,1%,1%,4%,·,1%,0%
aSyn yeast inh,4%,-2%,-1%,0%,4%,·,6%,0%
GLP1R inv ag,11%,?,-9%,-29%,10µM*,19%,1%,-10%
TDP43 rescue,13%,-13%,14%,-8%,-5%,0%,-9%,-17%
FUS yeast rescue,11%,2%,?,-5%,13%,-6%,11%,9%
HEK293 tox,-5%,1%,-22%,2%,3%,7%,-7%,-2%
pAkt inh,i,i,i,i,i,·,i,i

[17] CC1(C)C2CCC1(C)C(OC(=O)C[n+]1ccccc1)C2 (configuration not stated)
[18] COCCOc1ccc(C(F)(F)F)cc1Nc1nc2ccccc2o1
[19] COc1cc(NC(=O)COC(=O)CNC(=O)c2ccc(C)s2)cc(OC)c1
[20] O=C(CCC(=O)OCCOc1ccccc1)OCCOc1ccccc1
[21] CC(C)=CC(=O)Nc1nnc(C)s1
[22] O=C(O)CSCC(=O)NCc1cccc(C(F)(F)F)c1
[23] Cc1cccc(NC(=O)CN2C(=O)NC3(CCCC3)C2=O)n1
[24] CNC(=S)N/N=C/c1ccc(OCC(=O)Nc2c(C)cc(C)cc2C)c(OC)c1

assay / entry,17,18,19,20,21,22,23,24
Abeta rescue,14%,-10%,-6%,-13%,-1%,-15%,3%,0%
PTHR1 agonist,i,-14%,i,i,i,?,i,-57%[inhibitor]
MmCpn inh,1%,-1%,-1%,·,0%,6%,0%,1%
aSyn yeast inh,4%,5%,12%,11%,-1%,-8%,2%,-7%
GLP1R inv ag,-2%,?,-12%,18%,5%,18%,31%[activator],-30%
TDP43 rescue,0%,3%,17%,6%,-8%,8%,-14%,-6%
FUS yeast rescue,-12%,-13%,-9%,-12%,-2%,-7%,-4%,17%
HEK293 tox,0%,-11%,-1%,2%,-6%,3%,4%,11%
pAkt inh,i,i,i,i,i,i,i,i

[25] Cc1ccc(Cn2cc(S(=O)(=O)c3ccc(Cl)cc3)c(=O)c3cc(F)ccc32)cc1
[26] S=c1[nH]nc(COc2ccccc2)n1-c1ccccc1
[27] CC1CCN(C(=O)c2cc(Cl)ccc2NC(=O)c2ccco2)CC1
[28] CCOC(=O)COc1ccc2ccccc2c1/C=C/[N+](=O)[O-]
[29] N#Cc1ccccc1OCC(=O)Nc1ccc(S(=O)(=O)N2CCOCC2)cc1
[30] COc1ccc(CNCCc2ccccc2)cc1OCC(N)=O
[31] COc1ccc(C(=O)NC(=S)NNC(=O)c2c(-c3ccccc3)noc2C)cc1
[32] O=c1[nH][nH]c2c1C(C1CCCCC1)OC(C1CCCCC1)C2 (configuration not stated)

assay / entry,25,26,27,28,29,30,31,32
Abeta rescue,0%,-8%,-19%,-58%[inhibitor],-5%,3%,?,12%
PTHR1 agonist,i,i,i,-45%[inhibitor],-6%,-10%[57.5 µM],i,-21%
MmCpn inh,2%,1%,1%,1%,0%,0%,2%,·
aSyn yeast inh,6%,-7%,0%,12%,-4%,-12%,1%,-14%
GLP1R inv ag,10%,22%,-3%,?,37%[activator],0%,0%,?
TDP43 rescue,-3%,0%,2%,-11%,-10%,0%,-2%,?
FUS yeast rescue,3%,-9%,-24%,5%,10%,10%,·,11%
HEK293 tox,3%,-4%,15%,?,-5%,-8%,3%,-7%
pAkt inh,i,i,i,i,i,·,i,i

[33] CCC(Sc1ncnc2sc(C)c(C)c12)C(=O)OC (configuration not stated)
[34] CCc1ccc(OCC(=O)Nc2ccc3[nH]ncc3c2)cc1
[35] COc1cccc(CN2C(=O)N(C(C)C)C(N(O)C(=O)NC(C)C)C2(C)C)c1OC (configuration not stated)
[36] COc1ccc(C2=NS(=O)(=O)N(C)C(C(=O)Nc3ccc(F)cc3F)=C2)cc1
[37] COc1ccc(CCNC(=S)NC2CCN(Cc3ccccc3)CC2)cc1OC
[38] Cc1cccc(C)c1NS(=O)(=O)c1ccc2c(c1)NC(=O)CO2
[39] CC(C)CNC(=O)NC(=O)COC(=O)COc1ccc(Cl)cc1Cl
[40] CSc1nnc(C)c(=O)n1COC(=O)/C=C/c1ccc2c(c1)OCO2
[41] CCOc1ccc(CCNC(=O)COC(=O)COc2ccc(C(=O)CC)cc2)cc1OCC
[42] CC(C)C(C)(C#N)NC(=O)CSc1ncnc2sc(-c3ccccc3)cc12 (configuration not stated)

assay / entry,33,34,35,36,37,38,39,40,41,42
Abeta rescue,-11%,0%,10%,2%,-13%,2%,12%,-7%,11%,4%
PTHR1 agonist,-28%,i,i,-14%,-17%,-25%,i,-11%,-20%,i
MmCpn inh,0%,-3%,-11%[15.4 µM],0%,-1%,-2%,1%,-14%,0%,-8%
aSyn yeast inh,19%,0%,1%,-2%,-1%,-4%,10%,0%,9%,12%
GLP1R inv ag,-7%,16%,6%,-30%,-19%,?,6%,20%,26%,-1%
TDP43 rescue,0%,?,1%,6%,-10%[9.22 µM],-23%,0%,-31%[inhibitor],27%,?
FUS yeast rescue,35%,-11%,-13%,-9%,17%,8%,17%,10%,-3%,?
HEK293 tox,7%,-4%,7%,2%,6%,7%,2%,6%,-4%,16%
pAkt inh,i,i,i,i,i,i,i,i,i,i

Some of the compounds tested. The share of hits here may be higher or lower than overall.
